Screens from PubChem BioAssay.
hIAP activ – human IAP activation | P09923 | purified human IAP, CDP-Star luminescence, 30 min; stronger effect = higher value; 1 = vehicle-only enzyme, 0 = enzyme-free background | activation factor at 10 µM | actives 0.16% (n = 330,000);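 active = activation factor of the enzyme at least 2-fold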; note: the source names both 10 and 20 µM as test concentration; values of inactives mirror those of a sister screen read the other way
Target sequence (P09923 whole entry, looked up): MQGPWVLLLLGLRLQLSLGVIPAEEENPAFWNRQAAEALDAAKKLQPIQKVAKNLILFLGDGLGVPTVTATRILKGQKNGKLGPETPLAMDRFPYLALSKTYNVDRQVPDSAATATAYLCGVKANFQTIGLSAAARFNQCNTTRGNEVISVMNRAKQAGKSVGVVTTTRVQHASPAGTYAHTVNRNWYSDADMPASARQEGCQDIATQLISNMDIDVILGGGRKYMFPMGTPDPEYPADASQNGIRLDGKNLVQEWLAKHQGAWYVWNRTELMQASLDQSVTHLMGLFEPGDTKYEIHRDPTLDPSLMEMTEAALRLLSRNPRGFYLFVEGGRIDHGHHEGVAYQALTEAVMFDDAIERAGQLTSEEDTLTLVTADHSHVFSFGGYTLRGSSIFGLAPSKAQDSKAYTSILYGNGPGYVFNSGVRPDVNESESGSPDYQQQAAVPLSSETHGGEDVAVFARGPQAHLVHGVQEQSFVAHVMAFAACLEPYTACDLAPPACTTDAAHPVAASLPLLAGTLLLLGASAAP
mIAP inh – blocks mouse intestinal alkaline phosphatase | purified mouse IAP, CDP-Star luminescence, 30 min | inhibition, % at 10 µM | actives 0.2% (n = 330,000);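 active = inhibition of at least 40% at 10 µM in the primary screen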;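 note: plate controls were DMSO with enzyme for no effect and no enzyme wells for full effect; values of inactives mirror those of a sister screen read the other way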
mIAP act – mouse IAP activation; activation factor at 10 µM; AID 2805; muIAP, CDP-Star luminescence, 30 min; stronger effect = higher value; 1 = vehicle-only enzyme signal, 0 = enzyme-free wells; actives 0.24% (n = 330,000);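 active = activation factor of at least 2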; note: the source names both 10 and 20 µM as test concentration; values of inactives mirror those of a sister screen read the other way
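System: mouse IAP enzyme. Reagent: CDP-Star chemiluminescent phosphatase substrate. Benchmarks: DMSO wells, no-enzyme wells. Times: 30 min enzyme-substrate-compound incubation at room temperature. Detection: luminescence from enzymatic CDP-Star hydrolysis. Doses: test compounds delivered from DMSO solution.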
APOBEC3A inh – inhibitors of human APOBEC3A DNA deaminase; recombinant A3A, FAM/TAMRA ssDNA deamination fluorescence; actives 0.41% (n = 330,000); inhibition, % at 20 µM; P31941;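 active = at least 40% inhibition at 20 µM here, with at most 30% in a related deaminase screen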;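 note: plate controls were A3A with DMSO for no effect and wells lacking A3A enzyme for full effect; some results filed as inactive read as strong as hits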
APOBEC3G inh – inhibitors of human APOBEC3G DNA deaminase | actives 0.28% (n = 330,000) | recombinant A3G, ssDNA deamination FAM/TAMRA fluorescence | Q9HC16 | AID 493012 | inhibition, % at 20 µM;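 active = inhibition of at least 40% at 20 µM, with no more than 30% in the related APOBEC3A deaminase screen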;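 note: plate controls were DMSO wells with A3G for no effect and wells lacking A3G enzyme for full effect; some compounds called inactive have numbers as strong as hits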
Target sequence (Q9HC16 whole entry, looked up): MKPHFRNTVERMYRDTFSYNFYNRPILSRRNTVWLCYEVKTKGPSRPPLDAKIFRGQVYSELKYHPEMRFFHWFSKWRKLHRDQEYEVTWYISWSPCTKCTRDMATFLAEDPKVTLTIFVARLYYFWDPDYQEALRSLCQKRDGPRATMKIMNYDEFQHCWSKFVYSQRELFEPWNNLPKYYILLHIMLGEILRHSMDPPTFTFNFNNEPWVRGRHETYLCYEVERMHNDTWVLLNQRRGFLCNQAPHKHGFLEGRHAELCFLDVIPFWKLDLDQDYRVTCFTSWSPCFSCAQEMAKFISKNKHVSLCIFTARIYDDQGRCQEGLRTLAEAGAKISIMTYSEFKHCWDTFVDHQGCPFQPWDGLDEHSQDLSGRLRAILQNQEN
beta cell repl – induces beta-cell replication in MIN6 cells. MIN6 cells proliferation, ATPlite luminescence, 48 h; cells starved in 0.2% serum; 100% = growth in 10% serum. proliferation, % at 10 µM. actives 0.29% (n = 330,000);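 active = compounds whose signal lies at least 3.5 SD above the mean of all wells on their plate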;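 note: 0% = DMSO-treated cells in low-serum medium and 100% = 10% serum control; some compounds called inactive have numbers as strong as hits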
SENP1 inh – inhibitors of human SENP1 SUMO protease catalytic domain. AID 624204. recombinant SENP1 catalytic domain, CyPet-SUMO1-YPet FRET cleavage. actives 0.21% (n = 360,000). inhibition, % at 10 µM;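 active = inhibition at least 30% at 10 µM, raw YFP signal under a set limit, fluorescence ratio 0.5 to 1.5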;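 note: 0% = enzyme with DMSO and 100% = no enzyme wells; some results filed as inactive read as strong as hits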
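Controls: no-enzyme wells low, DMSO-plus-enzyme wells high control. Test system: human recombinant His6-tagged SENP1 catalytic domain enzyme. Reagent: SFCypet-SUMO1-SFYpet FRET protein substrate, 25 nM final. Doses: one dose per compound, 10 µM, 0.5% DMSO. Detection: FRET, CFP and YFP emission. Timing: 50 min reaction at room temperature.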
NLRP3 yeast inh – inhibitors of NALP3 inflammasome in yeast; actives 0.39% (n = 330,000); Yeast reconstituted NLRP3/ASC/caspase-1, beta-gal luminescence, 24 h; inhibition, % at 10 µM;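 active = inhibition of 50% or more; inactive = inhibition below 50%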;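 note: plate controls were induced DMSO wells for no effect and uninduced yeast grown without galactose for full effect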
hIAP inh – blocks human intestinal alkaline phosphatase | purified IAP, CDP-Star luminescence, 30 min | inhibition, % at 10 µM | actives 0.12% (n = 330,000) | AID 2544;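 active = inhibition reaching a set limit with compound at 10 µM in the primary screen, cut at about 35% in these data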;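 note: plate controls were DMSO wells with enzyme for no effect and no-enzyme buffer wells for full effect; values of inactives mirror those of a sister screen read the other way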
Active calls of the source: *; x = no result given.

| Molecule | hIAP activ | mIAP inh | mIAP act | APOBEC3A inh | APOBEC3G inh | beta cell repl | SENP1 inh | NLRP3 yeast inh | hIAP inh |
| --- | --- | --- | --- | --- | --- | --- | --- | --- | --- |
| CC1CCC(NC(=O)CCS(=O)(=O)c2ccc3c(c2)NC(=O)C(C)S3)CC1 (configuration not stated) | 1.1 | 0 | 1 | -3 | -7 | 1 | 0 | 12 | -7 |
| CCC(C(=O)NCCC(C)C)N(Cc1ccccc1Cl)C(=O)c1snc(C(N)=O)c1N (configuration not stated) | 0.95 | -3 | 1 | -1 | -1 | -3 | -17 | -16 | 5 |
| C/C(=N/NC(=O)c1ccc(C)s1)c1cccc(NC(=O)c2ccoc2C)c1 | 0.71 | -10 | 1.1 | -3 | 19 | -2 | 0 | 29 | 29 |
| CCCNC(=O)CCn1cc(-c2ccc(OC)cc2)nc1-c1ccncc1 | 0.98 | 0 | 1 | 2 | 6 | -4 | 0 | 9 | 2 |
| Cc1cccc(C)c1NC(=O)CNc1ccccc1 | 0.86 | -6 | 1.1 | 0 | -1 | 1 | 0 | 5 | 14 |
| CCOc1ccc(-c2nnc(SCC(=O)O)n2Cc2ccccc2)cc1 | 1.1 | -3 | 1 | -5 | -9 | -3 | 0 | 9 | -6 |
| O=C(NNC(=O)C12CC3CC(CC(C3)C1)C2)c1csc(N2CCOCC2)n1 | 1.5 | 2 | 0.98 | -3 | -3 | -3 | 1 | -10 | -52 |
| CCN(CC(=O)Nc1ccc(OC)cc1)C(=O)Cc1ccsc1 | 0.85 | 1 | 0.99 | -4 | -5 | 0 | 1 | 12 | 15 |
| O=S(=O)(c1ccc(F)cc1)N1CCN(S(=O)(=O)c2cccs2)CC1 | 1 | 3 | 0.97 | 1 | -1 | 1 | 0 | 9 | -3 |
| O=C(O)CSCC(=O)N1CCc2c([nH]c3ccccc23)C1C(F)(F)F (configuration not stated) | 1.1 | -2 | 1 | 2 | -3 | -1 | -1 | 2 | -9 |
| COc1cc(Cl)ccc1OCc1cc(C(=O)N(C)CCc2cnn(C)c2)no1 | 1 | 8 | 0.92 | -5 | -3 | -3 | -1 | 12 | 0 |
| CCOc1ccc(C(C)=O)cc1N1C(=O)C2C3C=CC(C3=C(C)C)C2C1=O (configuration not stated) | 0.94 | -1 | 1 | 4 | 4 | 0 | 2 | 13 | 6 |
| Cc1ccc(C(N)=O)cc1S(=O)(=O)Nc1cccc(C)c1C | 0.96 | -7 | 1.1 | -2 | -8 | 0 | 1 | 7 | 4 |
| Cc1c(Cl)cccc1NC(=O)CNC(=O)c1ccc(F)cc1 | 0.99 | -3 | 1 | -2 | -6 | -2 | 3 | -2 | 1 |
| COc1ccc(-n2c(CN3CCN(Cc4ccccc4)CC3)nc3ccc([N+](=O)[O-])cc3c2=O)c(OC)c1 | 0.82 | 7 | 0.93 | 0 | -2 | 0 | 0 | -6 | 18 |
| C#CCSc1nc(=O)c2cccnc2n1-c1ccc(C)cc1 | 0.86 | 14 | 0.86 | -5 | -15 | 0 | 1 | 24 | 14 |
| Cc1ccc(S(=O)(=O)N2[C@@H](c3ccc(Br)cc3)C(C(=O)O)=CC[C@H]2c2ccc(Cl)cc2)cc1 | 1.1 | 14 | 0.86 | -1 | -3 | -5 | 0 | 8 | -7 |
| CN(C)CCNC(=O)c1ccc2c(c1)N(Cc1ccc(F)cc1)CCS2 | 1 | -1 | 1 | 3 | -4 | -5 | -3 | 7 | 0 |
| COc1ccc(NC(=S)NNC(=O)c2nnn(-c3ccccc3)c2C)cc1 | 2.1* | 9 | 0.91 | -3 | -8 | -3 | 0 | 3 | -114 |
| CCOc1cc(C)c(C(C)C)cc1S(=O)(=O)N1CCOCC1 | 1.1 | -7 | 1.1 | 3 | -4 | -3 | -2 | 13 | -10 |
| O=C(NCc1ccccc1)C(c1ccc(F)cc1)N(C(=O)c1csnn1)c1ccccc1 (configuration not stated) | 1 | 1 | 0.99 | -3 | -1 | 6 | 0 | 0 | -2 |
| O=C(CNC(=O)c1cccs1)OCc1ccc(Br)cc1 | 1 | 15 | 0.85 | -2 | -4 | 6 | 2 | 20 | 0 |
| Nc1ccc2c(c1)C(=O)N(CCCC(=O)O)C2=O | 1.1 | -7 | 1.1 | -2 | -3 | 0 | 74* | -2 | -6 |
| Cc1c(C(=O)NC(C)C)c(-c2ccccc2)nn1-c1ccccc1 | 1.1 | -5 | 1.1 | -1 | -4 | 0 | 2 | 1 | -6 |
| CN1CCN(CCCNC(=O)C2CCN(c3nnc(-n4cccc4)s3)CC2)CC1 | 1.2 | 0 | 1 | -3 | -9 | -4 | 0 | 4 | -21 |
| COc1ccc2cc3cc(C(=O)Nc4ccc5c(c4)OCCO5)oc3nc2c1 | 0.91 | 9 | 0.91 | 1 | 0 | 2 | 2 | 22 | 9 |
| Cc1ccccc1C(=O)Nc1ccnn1C1CCN(Cc2cnn(C(C)C)c2)CC1 | 0.75 | -10 | 1.1 | -1 | 12 | -2 | 1 | 20 | 25 |
| CC1=C(C#N)C(=O)NC(=O)/C1=C/c1ccc(-c2ccc(S(N)(=O)=O)cc2)o1 | 0.83 | 54* | 0.46 | 0 | 0 | -1 | -11 | 2 | 16 |
| C1=C(c2cc3ccccc3cn2)CCCC1 | 0.87 | 3 | 0.97 | -1 | -9 | -2 | 0 | 21 | 13 |
| CCN(CC)CCCNC(=O)c1ccc2c(SCC(=O)O)c3c(nc2c1)CCC3 | 0.93 | -7 | 1.1 | -3 | -10 | -2 | x | 5 | 7 |

Among those listed so far, five have a COOH group:
| Molecule | hIAP activ | mIAP inh | mIAP act | APOBEC3A inh | APOBEC3G inh | beta cell repl | SENP1 inh | NLRP3 yeast inh | hIAP inh |
| --- | --- | --- | --- | --- | --- | --- | --- | --- | --- |
| CCOc1ccc(-c2nnc(SCC(=O)O)n2Cc2ccccc2)cc1 | 1.1 | -3 | 1 | -5 | -9 | -3 | 0 | 9 | -6 |
| O=C(O)CSCC(=O)N1CCc2c([nH]c3ccccc23)C1C(F)(F)F (configuration not stated) | 1.1 | -2 | 1 | 2 | -3 | -1 | -1 | 2 | -9 |
| Cc1ccc(S(=O)(=O)N2[C@@H](c3ccc(Br)cc3)C(C(=O)O)=CC[C@H]2c2ccc(Cl)cc2)cc1 | 1.1 | 14 | 0.86 | -1 | -3 | -5 | 0 | 8 | -7 |
| Nc1ccc2c(c1)C(=O)N(CCCC(=O)O)C2=O | 1.1 | -7 | 1.1 | -2 | -3 | 0 | 74* | -2 | -6 |
| CCN(CC)CCCNC(=O)c1ccc2c(SCC(=O)O)c3c(nc2c1)CCC3 | 0.93 | -7 | 1.1 | -3 | -10 | -2 | x | 5 | 7 |

Back to the main list; the 2 compounds before the break are reprinted first.
| Molecule | hIAP activ | mIAP inh | mIAP act | APOBEC3A inh | APOBEC3G inh | beta cell repl | SENP1 inh | NLRP3 yeast inh | hIAP inh |
| --- | --- | --- | --- | --- | --- | --- | --- | --- | --- |
| C1=C(c2cc3ccccc3cn2)CCCC1 | 0.87 | 3 | 0.97 | -1 | -9 | -2 | 0 | 21 | 13 |
| CCN(CC)CCCNC(=O)c1ccc2c(SCC(=O)O)c3c(nc2c1)CCC3 | 0.93 | -7 | 1.1 | -3 | -10 | -2 | x | 5 | 7 |
| CC12CCC(=O)N1C(C(=O)OCc1c(Cl)cccc1Cl)CS2 (configuration not stated) | 1 | 7 | 0.93 | 1 | -7 | -1 | -1 | 19 | -3 |
| CCc1noc(C)c1C(=O)Nc1ccc(S(=O)(=O)N2CCCC(C)C2)cc1 (configuration not stated) | 1.1 | -10 | 1.1 | -1 | -6 | 0 | 0 | 15 | -8 |
| CN(Cc1ccccc1)C(=O)c1nc2ccccn2c1CNCCn1cccn1 | 0.96 | 6 | 0.94 | -1 | -4 | -1 | 0 | -2 | 4 |
| CC(=O)c1ccc2c(c1)C1C=CCC1C(c1ccncc1)N2 (configuration not stated) | 0.99 | 7 | 0.93 | 4 | -1 | -3 | 38* | 1 | 1 |
| Cc1ccc(C(=O)Nc2ccc(C(=O)/C=C/c3cccs3)cc2)cc1 | 1 | -2 | 1 | -1 | -6 | -2 | -1 | 18 | -3 |
| Cc1cc(C=O)c(O)cc1O | 0.93 | 5 | 0.95 | 5 | 3 | -4 | -5 | 34 | 7 |
| CCOC(=O)N1CCC(NC(=O)CC2C(=O)NCCN2Cc2ccccc2)CC1 (configuration not stated) | 0.99 | -2 | 1 | -5 | 12 | -3 | -5 | 11 | 1 |
| CCOC(=O)Cn1cc(/C=N/N2C(=O)C3C4C=CC(C4)C3C2=O)c2ccccc21 (configuration not stated) | 1.1 | -4 | 1 | 2 | 5 | -1 | 1 | 13 | -15 |
| Cc1cc(C)c(C)c(S(=O)(=O)NCC(=O)N2CCCC2)c1C | 0.81 | -2 | 1 | 1 | -6 | 3 | 1 | -1 | 19 |
| CCN(CC)S(=O)(=O)c1cc(NC(=O)CN2C(=O)NC3(CCCc4ccccc43)C2=O)ccc1C (configuration not stated) | 0.91 | -14 | 1.1 | 5 | -5 | -5 | 0 | 12 | 9 |
| Cc1sc(NC(=O)c2ccccc2)c(C(=O)c2ccccc2)c1C | 0.84 | 17 | 0.83 | 2 | 50* | -6 | 3 | 10 | 16 |
| CSc1ccccc1C(=O)NCCS(=O)(=O)N1CCN(c2ccc(F)cc2)CC1 | 0.97 | -1 | 1 | 0 | -3 | -2 | 0 | 11 | 3 |
| O=C(CN1C(=O)S/C(=C\c2ccccc2F)C1=O)NC1CCS(=O)(=O)C1 (configuration not stated) | 1.3 | -3 | 1 | -2 | -7 | -2 | -1 | 7 | -33 |
| Cc1ccccc1-c1nnn(CC(=O)N2CCN(C(=O)c3ccco3)CC2)n1 | 1 | 8 | 0.92 | 3 | -7 | 1 | 0 | 14 | 0 |
| CN1OCC(S(=O)(=O)c2ccccc2)C1c1ccccc1 (configuration not stated) | 0.95 | 6 | 0.94 | 2 | -2 | 3 | 1 | -2 | 5 |
| COc1cc(-c2cc(C(=O)Nc3nc4ccccc4s3)c3ccccc3n2)cc(OC)c1OC | 1 | 12 | 0.88 | -2 | -3 | 0 | 1 | 15 | -5 |

This is a subset; rates above refer to the full screens.
